Screening data from PubChem BioAssay.
Calb biofilm kill: clotrimazole potentiators killing Candida biofilms, primary screen, with clotrimazole, Alamar Blue; C. albicans biofilm + clotrimazole; AID 834, 2007; actives 0.14% (n = 85,000); inhibition, % at 6 µM;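 active = inhibition above 20%; inactive = inhibition below 20%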;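 note: preformed 24 hr biofilms exposed to compound for 48 hr; 0% = biofilm without compound and 100% = blank killed by clotrimazole plus chlorhexidine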
cytoskel mod: modifiers of F-actin cytoskeleton organization, primary screen, imaging, HUVEC, phalloidin staining, high-content imaging. HUVEC TNFa F-actin phalloidin imaging. actives 0.18% (n = 91,000). inhibition, % at 2 µM;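 active = inhibition above the batch mean plus 3 SD and confirmed as a hit by visual image inspection, cut at about 30% in these data, passing the limit was not always enough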; note: strong numbers were not always called active
sEH inh: soluble epoxide hydrolase inhibitors, primary screen, biochemical, human sEH; Bifunctional epoxide hydrolase 2 (Homo sapiens), P34913; recombinant human sEH enzymatic activity assay; inhibition, % at 2 µM; actives 0.34% (n = 91,000); AID 707, 2007; in the data active = inhibition above about 80%; note: values of inactives mirror those of a sister screen read the other way; many of its hits are not listed in these tables
Target sequence (P34913 whole entry, looked up): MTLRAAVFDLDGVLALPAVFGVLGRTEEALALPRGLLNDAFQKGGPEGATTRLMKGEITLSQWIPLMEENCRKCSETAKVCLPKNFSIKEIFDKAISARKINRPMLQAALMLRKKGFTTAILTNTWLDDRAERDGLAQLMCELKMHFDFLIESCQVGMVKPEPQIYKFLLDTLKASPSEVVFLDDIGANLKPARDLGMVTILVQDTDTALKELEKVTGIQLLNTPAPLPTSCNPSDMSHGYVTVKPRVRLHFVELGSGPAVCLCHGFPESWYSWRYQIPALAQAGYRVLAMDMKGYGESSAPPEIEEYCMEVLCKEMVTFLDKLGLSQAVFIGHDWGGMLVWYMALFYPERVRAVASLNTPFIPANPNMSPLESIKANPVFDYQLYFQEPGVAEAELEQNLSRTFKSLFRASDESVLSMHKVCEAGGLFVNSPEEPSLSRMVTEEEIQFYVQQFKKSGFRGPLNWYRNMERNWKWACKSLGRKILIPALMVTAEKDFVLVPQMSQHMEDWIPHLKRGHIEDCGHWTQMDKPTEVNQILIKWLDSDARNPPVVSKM
VCAM1 TNFa inh: inhibitors of TNFa-induced VCAM1 expression, primary screen, imaging, HUVEC, TNFa stimulus, immunofluorescence; HUVEC TNFa-induced VCAM-1 immunofluorescence, high-content imaging; inhibition, % at 2 µM; actives 0.48% (n = 95,000); AID 802, 2007;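 active = inhibition above the batch mean plus 3 SD, with images confirmed as a hit by eye, cut at about 37% in these data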;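 note: 0% = TNF-stimulated DMSO wells and 100% = unstimulated control wells; not every result past the cut was called active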
HUVEC tox TNFa: cytotoxicity in TNFa-stimulated HUVEC, primary screen, cytotoxicity control for VCAM1 expression modulator project, imaging, Hoechst nuclei count. actives 0.17% (n = 93,000). cell count reduction, % at 2 µM. HUVEC TNFalpha-stimulated, Hoechst cell count;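 active = cell count reduction exceeding the screen mean by over 5 SD, scaled to untreated wells per plate, cut at about 78% in these data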;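 note: cells counted after 24 h of TNF alpha exposure following the 1 h pretreatment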
sEH act: soluble epoxide hydrolase activators, primary screen, biochemical, human sEH; Bifunctional epoxide hydrolase 2 (Homo sapiens), P34913; purified human sEH enzymatic activity, activator screen; activation, % at 2 µM; actives 0.04% (n = 91,000); AID 717, 2007; in the data active = activation above about 37%; note: values of inactives mirror those of a sister screen read the other way
ERb SRC1 inh: inhibitors of ERβ-SRC1 coactivator interaction, primary screen, biochemical, TR-FRET, ERβ LBD, SRC-1 peptide. inhibition, % at 25.6 µM. Estrogen receptor beta (Homo sapiens), Q92731. AID 633, 2007. TR-FRET ER-beta LBD / SRC1-Cy5 peptide binding; receptor agonist-loaded with 1 µM estradiol. actives 1.3% (n = 86,000);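 active = compounds whose percent inhibition of the receptor-coactivator binding signal exceeds about 50% in the single-dose screen, limit read from the data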;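 note: 0% = receptor plus peptide wells without compound and 100% = peptide-only wells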
Smad3 FoxH1 inh: Smad3/FoxH1 peptide binding inhibitors, primary screen, biochemical, TR-FRET; Mothers against decapentaplegic homolog 3 (Homo sapiens), P84022; TR-FRET Smad3/Dy647-FoxH1 peptide binding, europium anti-His; inhibition, % at 25 µM; actives 0.29% (n = 88,000);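 active = compounds that reduce the energy-transfer binding signal between the protein and its labelled peptide by more than half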;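 note: 0% = Smad3 plus labelled peptide maximal FRET and 100% = peptide-only background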
Target sequence (P84022 whole entry, looked up): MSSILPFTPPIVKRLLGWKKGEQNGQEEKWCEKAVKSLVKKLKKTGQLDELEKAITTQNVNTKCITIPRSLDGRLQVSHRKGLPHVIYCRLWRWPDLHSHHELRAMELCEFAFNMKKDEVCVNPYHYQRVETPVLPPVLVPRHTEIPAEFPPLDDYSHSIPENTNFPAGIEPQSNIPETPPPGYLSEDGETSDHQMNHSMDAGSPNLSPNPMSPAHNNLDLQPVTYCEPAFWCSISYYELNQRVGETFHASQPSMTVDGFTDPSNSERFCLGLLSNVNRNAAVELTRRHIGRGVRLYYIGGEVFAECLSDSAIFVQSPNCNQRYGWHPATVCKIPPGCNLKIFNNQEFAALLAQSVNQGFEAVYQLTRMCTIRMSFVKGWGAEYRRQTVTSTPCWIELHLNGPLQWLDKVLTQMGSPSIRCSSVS
IL1B cytotox: cytotoxicity in IL-1B stimulated HUVEC, primary screen, cytotoxicity control for IL-1B NFkB translocation project, imaging, Hoechst nuclear count, IL-1B stimulus; HUVEC cell count loss; cell count reduction, % at 2 µM; actives 0.41% (n = 94,000);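 active = cell count reduction more than 3 SD above the screen-wide mean, cut at about 70% in these data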;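 note: normalized per plate to untreated control cells as the no-loss baseline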
Active calls of the source: *; / = no result given; [ ] = another dose, or the depositor's remark. Only part of the results is shown, so the mix of outcomes need not match the whole.

SMILES | Calb biofilm kill | cytoskel mod | sEH inh | VCAM1 TNFa inh | HUVEC tox TNFa | sEH act | ERb SRC1 inh | Smad3 FoxH1 inh | IL1B cytotox
CCOC(=O)c1c(NC(=O)/C=C/c2ccc3c(c2)OCO3)sc(C)c1CC | / | -6 | 13 | 14 | -24 | -11 | / | / | -14
CC(Oc1ccccc1)C(=O)Nc1cccc(F)c1 (stereo unspecified) | -2 | / | -10 | 9 | 7 | 7 | -2 | -3 | 13
CSc1oc(-c2ccc(F)cc2)nc1S(=O)(=O)c1ccccc1 | 7 | 1 | 7 | 2 | -9 | -7 | 2 | 1 | 5
COC(=O)c1sccc1NC(=O)c1ccoc1C | 0 | 16 | / | 1 | -7 | / | 12 | 1 | -36
CC1CCN(C(=S)c2ccc(O)cc2)CC1 | 0 | 0 | 6 | 7 | -3 | -4 | 0 | 10 | -16
CC1(C)CC2(CCCN3C(=O)CSC32)CCS1 (stereo unspecified) | 4 | 22 | -1 | -8 | -7 | 4 | 1 | -5 | 13
COc1ccc(C2C(C(=O)c3ccco3)=C(O)C(=O)N2CCOCCO)cc1OC (stereo unspecified) | 9 | 6 | -2 | -4 | -9 | 2 | -5 | 1 | 18
Cc1ccc(-n2nnnc2SCC(=O)N2CCN(C(=O)c3ccco3)CC2)c(C)c1 | 5 | -23 | -17 | -9 | -6 | 14 | -2 | -11 | -5
CCOC(=O)c1[nH]c(C)c(C(=O)NC)c1C | 9 | -2 | 1 | 23 | -1 | -1 | -3 | 2 | 24
CCOC(=O)c1c(-c2ccccc2)nc2c(C)cccn12 | / | -15 | 7 | -1 | -22 | -1 | / | / | 8
CC(=O)N1c2ccc(S(=O)(=O)CCC(=O)O)cc2CC1C (stereo unspecified) | 11 | 21 | 10 | 4 | -12 | -12 | -4 | -9 | 15
CC(C)(C)c1ccc(COn2c(=O)c(-c3ccco3)[n+]([O-])c3ccccc32)cc1 | 3 | 12 | -5 | 3 | -14 | 2 | 3 | 15 | 6
O=c1nc2ccccc2c(NS(=O)(=O)c2ccc(Cl)cc2)n1-c1ccccc1 | / | 1 | -13 | -31 | 3 | 16 | / | / | 11
COc1cccc(N2CCN(C(=S)Nc3cccc(C)c3)CC2)c1 | / | -21 | -7 | 8 | -2 | 9 | / | / | 8
COc1ccc(C)cc1NC(=O)CN(Cc1nnc(-c2ccc(Cl)cc2)o1)C1CCCC1 | 7 | 8 | -7 | -2 | -30 | 7 | 3 | 8 | -22
Cc1ccc(S(=O)(=O)N2CCC(C(=O)N3CCC(C(=O)NCc4cccnc4)CC3)CC2)cc1 | / | -21 | 8 | 12 | 7 | -6 | / | / | 14
O=C(c1ccco1)N1CCN=C1SCc1ccccc1Cl | 6 | -21 | 4 | 20 | -19 | -4 | 2 | -1 | 8
O=C(NCc1ccco1)c1cccs1 | 9 | 46 | 0 | 11 | -23 | 1 | 13 | -5 | -6
CCCCN1C(=O)C(NC(C)=O)c2ccccc21 (stereo unspecified) | 4 | / | 0 | / | / | -2 | -6 | 3 | 24
O=C(Oc1ccc2cccc(OC(=O)N3CCOCC3)c2c1)N1CCOCC1 | -1 | 6 | 2 | 7 | -9 | -3 | -3 | 0 | -94
COc1ccccc1NC(=O)CSc1ncn[nH]1 | / | / | 1 | 4 | -5 | 0 | -6 | 1 | -4
Nc1c(C2=NCCO2)nnn1Cc1ccccc1 | 4 | -13 | -3 | 17 | -19 | 5 | -5 | -10 | 3
CCOC(=O)N1CCC(N(CCCOC)C(=O)Nc2ccc(CC)cc2)CC1 | 6 | -7 | 6 | -26 | 12 | -6 | -9 | 1 | -5
COc1cccc(-n2c(Cc3cc(=O)[nH]c(=O)[nH]3)nnc2SCC(=O)NC2CCCCC2)c1 | 8 | 8 | -12 | 17 | -2 | 13 | 1[fluorescence artefact?] | 5 | 3
Oc1ccccc1-c1nc(N2CCCC2)c2ccccc2n1 | 5 | / | -12 | -12 | 11 | 9 | 56*[fluorescence artefact?] | 55*[fluorescence artefact?] | 7
Cc1ccc(NC(=O)c2c(C)noc2C)cc1 | -1 | -11 | 5 | 13 | 4 | -4 | 3 | 5 | 0
CCC(CO)Nc1ncnc2c1cnn2-c1ccc(Cl)cc1 (stereo unspecified) | 5 | -20 | -13 | 6 | 17 | 13 | -12 | 3 | 20
Cn1c(=N)n(CC(O)c2ccccc2)c2ccccc21 (stereo unspecified) | 2 | / | -2 | -2 | -7 | 0 | 0[fluorescence artefact?] | 7[fluorescence artefact?] | 5
Cc1nc(C(=O)N(C)C)nn1-c1ccc(Cl)cc1Cl | / | -17 | 11 | 2 | 0 | -9 | / | / | -24
COc1ccc(N=C2C(=O)Nc3ccccc32)cc1 | / | -1 | 6 | 20 | -4 | -3 | / | / | -5
C/C(CCC12CC3CC(CC(C3)C1)C2)=N\NC(N)=S | -1 | 10 | -18 | 1 | 2 | 11 | 5 | 1 | -6
CCCc1nnc(NC(=O)CCC(=O)Nc2ccc(F)cc2)s1 | -3 | -15 | 8 | -9 | -15 | -4 | -8 | 0 | -53
O=C(COc1ccc(S(=O)(=O)NC2CCCCC2)cc1)N1CCN(c2ccc(F)cc2)CC1 | 0 | 8 | -6 | 12 | -30 | 5 | -5 | 0 | 14
COC(=O)CON1C(=O)c2ccccc2C1=O | 6 | -8 | -2 | 1 | -19 | -1 | -25 | 11 | 1
COc1ccc(C)cc1NC(=O)C(C)N(c1ccc(C)cc1)S(C)(=O)=O (stereo unspecified) | 5 | -27 | 6 | 1 | 1 | -4 | 2 | 9 | -12
c1ccc(NCn2cncn2)nc1 | -1 | -9 | -3 | -20 | -2 | 3 | -7 | 11 | /
CCCc1cc(C(=O)N/N=C/c2ccc(C)o2)c2ccccc2n1 | / | 19 | 3 | 8 | -15 | -3 | / | / | /
CCOC(=O)c1cc(C#N)c(SCc2cccc3ccccc23)nc1C | 1 | 5 | 7 | -8 | -18 | -6 | -13 | 4 | 27
O=C1CC(C(=O)Nc2ccc(Br)cc2)C2(CCCC2)O1 (stereo unspecified) | 5 | -11 | 4 | -3 | 4 | -8 | 10 | 6 | 82*
CCOC(=O)CSc1n[nH]c(NC(=O)c2ccccc2)n1 | / | -7 | -6 | -3 | -13 | 7 | / | / | 5
CCOC(Cn1c(-c2ccc(OC)cc2)nc2ccccc21)OCC | 4 | / | -2 | 4 | -14 | 1 | -4[fluorescence artefact?] | 15 | 2
COc1ccc(-c2nnc(SCC(=O)Nc3ccccc3)n2C)cc1 | 6 | 35 | -24 | 7 | -23 | 23 | -8 | -7 | -5
COc1ccc(C(=O)CSc2nn3c(=O)c(C(C)(C)C)nnc3s2)cc1 | -1 | -16 | -18 | -4 | -13 | 20 | 6 | 0 | 19
N#CC1=C(SCC(=O)NC23CC4CC(CC(C4)C2)C3)NC(=O)C(C#N)C12CCCCC2 (stereo unspecified) | 5 | 4 | 23 | -21 | -31 | -20 | -14 | 8 | -44
COc1ccc(OC)c(Nc2nc(N)nc(CSc3nnc(-c4ccncc4)o3)n2)c1 | 3 | 0 | -12 | 6 | 2 | 14 | 16 | 7[fluorescence artefact?] | 21
O=C(CCN1CCN(C(=O)c2ccco2)CC1)Nc1ccc(F)cc1 | 5 | 17 | -6 | 20 | -6 | 6 | -1 | -14 | -19
COc1ccc(CNC(=O)/C=C/c2ccc(OCCCF)cc2)cc1 | / | 15 | 28 | 12 | -12 | -28 | / | / | 10
CN(C)c1oc(-c2ccc(OCc3ccc(Cl)cc3)cc2)nc1C#N | 4 | 0 | -19 | -16 | -11 | 17 | 19[fluorescence artefact?] | -6 | -16

Complete entries as entered above. Values in the order: Calb biofilm kill, cytoskel mod, sEH inh, VCAM1 TNFa inh, HUVEC tox TNFa, sEH act, ERb SRC1 inh, Smad3 FoxH1 inh, IL1B cytotox
Cn1c(=N)n(CC(O)c2ccccc2)c2ccccc21 (stereo unspecified) across the screens: 2, /, -2, -2, -7, 0, 0[fluorescence artefact?], 7[fluorescence artefact?], 5
O=C(Oc1ccc2cccc(OC(=O)N3CCOCC3)c2c1)N1CCOCC1 across the screens: -1, 6, 2, 7, -9, -3, -3, 0, -94

More entries
SMILES | Calb biofilm kill | cytoskel mod | sEH inh | VCAM1 TNFa inh | HUVEC tox TNFa | sEH act | ERb SRC1 inh | Smad3 FoxH1 inh | IL1B cytotox
O=C(N1CCOCC1)N1CCN(C(=O)N(c2ccccc2)c2ccccc2)CC1 | 2 | 8 | 12 | -4 | -3 | -10 | -14 | -1 | -1
CC1(C)CC(=O)C=C(NCC2CCCO2)C1 (stereo unspecified) | / | -24 | -4 | -4 | -7 | 3 | -6 | 6[fluorescence artefact?] | 12
CCOC(=O)c1c(SC)nc(SC)c2c1CCC2 | 10 | 1 | -5 | -17 | -5 | 6 | -19[fluorescence artefact?] | 14 | -10
CCc1nnc(NC(=O)CSc2nnc(-c3ccco3)n2CC)s1 | 11 | 17 | -18 | 12 | -2 | 15 | 0 | -10 | 30
Cc1ccc(NC(=O)C2CCCN(S(=O)(=O)c3cnc[nH]3)C2)cc1F (stereo unspecified) | 4 | -2 | 37 | 3 | -7 | -37 | -3[fluorescence artefact?] | 2 | -18
CCOc1cc(NS(=O)(=O)c2ccc(NC(C)=O)cc2)c(OCC)cc1NC(=O)C(C)C | / | 3 | 3 | -12 | -7 | -4 | / | / | -17
Cn1c(-c2sccc2OCc2ccccc2)n[nH]c1=S | / | -19 | -10 | 22 | 1 | 12 | / | / | -34
Nc1ccccc1NC(=O)c1ccccc1 | 3 | 16 | 2 | 2 | -27 | -4 | -17[fluorescence artefact?] | 9 | 25
CCOc1ccccc1-n1c(N)c(C(N)=O)sc1=S | 3 | 0 | 3 | -2 | 1 | 0 | -4 | 12 | -1
CCCCC[n+]1ccn(C2=C([O-])c3ccccc3C(=O)/C2=N\S(=O)(=O)c2ccccc2)c1 | -2 | 5 | 13 | 1 | -2 | -11 | 7 | -3 | -5
Cc1nn2c(-c3ccc(Cl)cc3Cl)nnc2s1 | 6 | 8 | -15 | -1 | -14 | 14 | 0 | 6 | 14
Cc1sc2nc3n(c(=O)c2c1C)CCCS3 | 5 | -47 | 8 | 9 | -6 | -5 | 6 | 1 | -20
Cn1c(=O)oc2cc(S(=O)(=O)NCc3ccccc3)ccc21 | -2 | 0 | -11 | -22 | 15 | 5 | 4[fluorescence artefact?] | 1 | 9
CCOC(=O)C(O)(CC(=O)Nc1ccc(Cl)cc1Cl)C(F)(F)F (stereo unspecified) | 3 | 10 | 0 | 8 | -22 | -2 | -4 | 4 | -6
O=C(CN1C(=O)c2ccccc2S1(=O)=O)Nc1cccnc1 | 9 | 1 | 3 | -10 | -26 | 2 | -1 | -4 | -20
Cc1ccc(-c2nc3n(n2)Cc2ccccc2-3)cc1 | 9 | -2 | -16 | 26 | 1 | 15 | -8 | -7 | -2
CCCNC(=O)C1CCN(S(=O)(=O)c2ccc(-c3nn[nH]n3)cc2)CC1 | / | -8 | 1 | 21 | -9 | 0 | / | / | -3

Quoted from the results shown (2 entries):
SMILES | Calb biofilm kill | cytoskel mod | sEH inh | VCAM1 TNFa inh | HUVEC tox TNFa | sEH act | ERb SRC1 inh | Smad3 FoxH1 inh | IL1B cytotox
O=C(CN1C(=O)c2ccccc2S1(=O)=O)Nc1cccnc1 | 9 | 1 | 3 | -10 | -26 | 2 | -1 | -4 | -20
Cc1ccc(-c2nc3n(n2)Cc2ccccc2-3)cc1 | 9 | -2 | -16 | 26 | 1 | 15 | -8 | -7 | -2
